Screening data as filed in PubChem.
HttQ103 aggreg = mutant huntingtin aggregation inhibition; PC12 HttQ103-GFP aggregates, Acumen cytometry, 40 h; Potency, µM (top dose mostly 46.1 µM), for the others: at the highest dose activity change, negative = inhibition, usual class: inhibitors; hit rate 1.1% among 220,000; AID 1688; also: potency is read from the fitted curve at half-maximal effect; % is scaled to controls: 0 for no effect and ±100 for the full control effect; nearly all actives have a fitted effect of over 60% in size
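Aggregates are detected as GFP objects 1–25 µm with signal 6 STDEV over background in lysates of induced PC12 cells. These carry Huntingtin exon 1 with 103 glutamines fused to GFP under an ecdysone promoter; compounds titrated.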
Lamin A splicing = LMNA splicing modulation; hit rate 0.01% among 200,000; Potency, µM (series often up to 46.1 µM), inactives show at the top dose ratio change, negative = inhibition, hits mostly inhibitors; HeLa LMNA splicing GFP/RFP minigene ratio, 48 h; active = well fitted inhibition curve with a large enough effect in the signal ratio, with a control signal flat, not every such curve was filed as active; inconclusive = small, poorly fitted or top-dose-only effect, or effect the other way, or a change in a side signal; the % refers to the signal ratio; also: potency is read from the fitted curve at half-maximal effect; % is scaled to controls: 0 for no effect and ±100 for the full control effect
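S3 HeLa stable clones carrying a lamin A-EGFP splicing minigene plus DsRed2 were seeded at 600 cells/well in Opti-MEM with 2% FBS, pin-dosed and incubated 48 h at 37°C. Acumen cytometry (488 nm) gave the GFP/RFP total-intensity ratio.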
Luc counter = blocks Kinase-Glo luciferase, a counter-screen artifact | Q27757 | Kinase-Glo luciferase, ATP luminescence, 8 min | Potency, µM (series often up to 38.3 µM), inactives show at the highest dose activity change, negative = inhibition, hits mostly inhibitors | hit rate 0.28% among 200,000 | AID 1379; also: potency is read from the fitted curve at half-maximal effect; % is scaled to controls: 0 for no effect and ±100 for the full control effect; nearly all actives have a fitted effect of over 60% in size
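Substrate mix (final 50 mM imidazole pH 7.2, 50 mM KCl, 7 mM MgCl2, 10 uM ATP, 0.01% Tween 20, 0.05% BSA) plus pin-tool compound, then Kinase-Glo detection mix; 8 min ambient, luminescence read.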
HTT cytoprotect = cytoprotection in Huntington HTT-Q103 PC12 cell model | AID 1471 | hit rate 0.14% among 230,000 | Potency, µM (titrated, usually from 56.4 µM), without a hit: cytoprotection (ATP increase), actives largely listed as activators | PC12 HTT-Q103 induced, cytoprotection, ATP luminescence, 40 h;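 also: potency is read from the fitted curve at half-maximal effect; % of control where 0% means no effect; nearly all actives have a fitted effect of over 45% in size; toxic huntingtin expression switched on by the ecdysone agonist tebufenozide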
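ATP quantification (ATPlite) reports survival of PC12 cells in which tebufenozide, 100 nM final, switches on Htt exon 1 with 103 glutamines linked to GFP; compounds are titrated.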
CBFb RUNX1 block = blocks binding between human CBF-beta and RUNX1; Q01196+Q13951; AlphaScreen CBFb-His/RUNX1-biotin binding, biochemical; Potency, µM (top dose mostly 59.8 µM), for the others: at the highest dose activity, negative = inhibition, usual class: inhibitors; 230,000 tested, under 10 active; AID 1477; also: % of control where 0% means no effect
Target sequence (Q01196 whole entry, looked up): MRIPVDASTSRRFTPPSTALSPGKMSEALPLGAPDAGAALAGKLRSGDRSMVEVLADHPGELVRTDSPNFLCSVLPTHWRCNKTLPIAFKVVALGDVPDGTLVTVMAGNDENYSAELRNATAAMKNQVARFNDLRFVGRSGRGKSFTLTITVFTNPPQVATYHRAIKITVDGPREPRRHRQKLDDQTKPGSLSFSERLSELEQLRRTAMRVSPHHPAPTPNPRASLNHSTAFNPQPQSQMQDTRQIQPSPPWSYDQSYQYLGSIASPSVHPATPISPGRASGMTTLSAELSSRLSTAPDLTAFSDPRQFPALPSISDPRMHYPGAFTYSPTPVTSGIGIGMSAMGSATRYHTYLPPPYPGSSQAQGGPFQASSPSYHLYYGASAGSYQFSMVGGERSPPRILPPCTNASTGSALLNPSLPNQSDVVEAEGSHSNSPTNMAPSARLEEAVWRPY
Target sequence (Q13951 whole entry, looked up): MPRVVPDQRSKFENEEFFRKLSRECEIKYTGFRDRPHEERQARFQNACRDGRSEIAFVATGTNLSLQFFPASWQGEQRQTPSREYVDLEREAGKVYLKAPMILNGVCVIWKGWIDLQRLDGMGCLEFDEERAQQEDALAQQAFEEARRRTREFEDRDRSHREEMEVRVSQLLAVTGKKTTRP
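Interaction loss through any mechanism counts as activity. Pre-formed complex of His-CBF-beta and biotin-RUNX1 (30 nM apiece) is incubated with compound 15 min, then with 50 ng nickel and 50 ng streptavidin beads for 90 min before AlphaScreen detection.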
SMN2 splice up = increases expression of the SMN2 splice variant; hit rate 2.8% among 210,000; HEK293 SMN2-luciferase splicing reporter, luminescence, 30-36 h; Potency, µM (titrated, usually from 46.1 µM), for the others: top-dose activity change, positive = activation, most hits filed as activators; also: potency is read from the fitted curve at half-maximal effect; % of control where 0% means no effect; nearly all actives have a fitted effect of over 55% in size
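qHTS luciferase splicing reporter: luminescence rises when SMN2 exon 7 is included in transfected HEK293 cells. Compound exposure lasted 30-36 h at 37C, with 4.5 mM final sodium butyrate as control, followed by a ONE-Glo read.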
IMPase Li cell = IMPase inhibition in cells with lithium potentiation. AID 1457. hit rate 0.35% among 210,000. CHO-M1 cells, IP1 TR-FRET (IP-One), carbachol + lithium. Potency, µM (series often up to 59.4 µM), inactives show at the top dose activity, negative = IMPase inhibition, most hits filed as inhibitors;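 also: IP1 builds up when IMPase is blocked and the TR-FRET signal falls; potency is read from the fitted curve at half-maximal effect; plate controls were basal vehicle for no effect and high inhibitor control for full effect; nearly all actives have a fitted effect of over 50% in size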
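Concentration–response in CHO-M1 cells, lithium-potentiated; 30 min at 37C. IP1 detected by competitive TR-FRET after 10 min lysis at RT. Hill-fitted AC50.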
Numbers without * were called inactive; ? = inconclusive; . = not tested or not shown; & = joins results of further samples; [ ] = remark or other dose. Unless noted, calls follow the shape of the dose curve; as a rule, active = well fitted curve in the direction sought with a large enough effect; inconclusive = small, poorly fitted or top-dose-only effect, or another doubt; inactive = no such curve, though single readings can be large; an effect the other way counts as inactive or inconclusive. Not all compounds are listed, so the mix of outcomes need not match the whole.

SMILES	HttQ103 aggreg	Lamin A splicing	Luc counter	HTT cytoprotect	CBFb RUNX1 block	SMN2 splice up	IMPase Li cell
Cc1cccc(NP(C)(=O)c2nc3c(s2)CCCC3)c1 (stereo not given)	15.1%	?	7.5%	.	-3.6%	-21.3%	-21.6%
C/C(=N\NC(N)=O)c1c(O)n(C)c(=O)n(C)c1=O	-1.2%	-10.6%[46 µM]	2.5%	-19.4%	1.4%	12.6%	3.7%
CCN(CC)c1ccc(/C=C2/C(=O)NC(=O)N(CC3CCCO3)C2=O)cc1 (stereo not given)	20.9%	3.7%	-8.7%	-8.8%	-2.3%	-6.2%	11.4%[38.3 µM]
Cn1c(=O)c2c(nc(N/N=C/c3c(O)n(C4CCCCC4)c(=S)[nH]c3=O)n2C)n(C)c1=O	-18.5%[9.22 µM]	.	.	-2.5%[10 µM]	-10.8%	.	.
O=C(C(=O)N1CCOCC1)c1cn(Cc2ccccc2)c2ccccc12	-11.2%	-4.5%[46 µM]	0.2%	-33.3%[inhibitor]	4.5%	7.1%	-1.0%
CCCCc1ncc(CN2CCCC(C(=O)c3ccc(SC)cc3)C2)[nH]1 (stereo not given)	-10.5%[9.22 µM]	.	0.1%	-14.2%[10 µM]	-6.1%	-33.8%[inhibitor]	20.0%
Clc1ccc(C(c2ccc(Cl)cc2)C(Cl)Cl)cc1	.	.	.	18.0%	?	-16.2%	19.1%
ClCC(Cl)CCl	.	.	.	13.3%	6.3%[21.7 µM]	-0.8%	-5.0%
CN1C[C@H](C(=O)N[C@]2(C)O[C@@]3(O)[C@@H]4CCCN4C(=O)[C@H](Cc4ccccc4)N3C2=O)C=C2c3cccc4[nH]cc(c34)C[C@H]21	11.5%	?	.	-58.0%[inhibitor]	?	-25.8%	-25.7%
ClP(Cl)(Cl)(Cl)Cl	.	.	.	?	25.0%[21.7 µM]	2.8%	-8.1%
O=C(O)C(Cl)(Cl)Br	.	.	.	-9.0%	9.8%[21.7 µM]	-3.7%	-10.3%
CN1CCN(Cc2ccc(N)cc2)CC1	2.5%[9.22 µM]	?	-0.1%	20.1%[10 µM]	-3.0%	.	5.2%

Overlap with the part before: 3 compounds; new compounds follow.
SMILES	HttQ103 aggreg	Lamin A splicing	Luc counter	HTT cytoprotect	CBFb RUNX1 block	SMN2 splice up	IMPase Li cell
ClP(Cl)(Cl)(Cl)Cl	.	.	.	?	25.0%[21.7 µM]	2.8%	-8.1%
O=C(O)C(Cl)(Cl)Br	.	.	.	-9.0%	9.8%[21.7 µM]	-3.7%	-10.3%
CN1CCN(Cc2ccc(N)cc2)CC1	2.5%[9.22 µM]	?	-0.1%	20.1%[10 µM]	-3.0%	.	5.2%
COCCOC(=O)C1=C(C)OC(N)=C(C(=O)OC)C12C(=O)Nc1ccccc12 (stereo not given)	14.4%	?	-3.4%	-9.8%	-0.2%	10.0%	-5.0%[38.3 µM]
CC[N+](CC)(CC)CC	18.7%	-0.4%	-5.7%	?	1.6%&9.2%	-3.2%	9.3%
O=C1NCN(c2ccccc2)C12CCN(CC1COc3ccccc3O1)CC2 (stereo not given)	-24.7%	?	-0.5%	-16.8%&-23.4%	3.2%&14.9%&16.1%	0.0%&-21.2%&-23.6%	4.7%&11.1%&5.0%
COc1ccccc1C1=NCc2nnc(C)n2-c2ccc(Cl)cc21	11.6%	-11.4%	-2.4%	-7.5%[0.074 µM]	1.0%	?	9.1%
O=C(c1c[nH]c2ccc(S(=O)(=O)N3CCOCC3)cc2c1=O)N1CCC2(CC1)OCCO2	-13.7%	.	7.3%	-25.7%	-5.1%	6.6%	-16.8%
CCCC(c1nnnn1Cc1cccs1)N1CCN(c2nc3ccccc3s2)CC1 (stereo not given)	-0.5%	7.1%	0.8%	11.8%[10 µM]	7.2%	-71.3%[inhibitor]	2.4%[38.3 µM]
C/C=C/CC1(CC)C(=O)NC(=S)NC1=O	6.0%[9.22 µM]	.	.	13.5%[10 µM]	5.2%	.	.
COc1ccc(CCn2c(O)c(/C=N/N3CCCCC3)c(=O)[nH]c2=O)cc1OC	9.6%	-6.1%	-5.2%	-3.1%[10 µM]	.	-50.0%[inhibitor]	6.9%
C=Cn1ccnc1P(=S)(c1cc(N(CC)CC)ns1)c1nccn1C=C	10.3%	0.4%	-4.9%	-7.9%[10 µM]	1.2%	-4.3%	2.9%[38.3 µM]
CC(=O)Nc1nnc(S(N)(=O)=O)s1	-0.1%&1.0%	-4.6%&-2.6%&-15.6%	-3.0%	-24.1%	7.0%	-21.8%	-5.8%&-2.9%&3.4%&-2.8%
CCN1C[C@]2(C)CC[C@H](O)[C@@]34[C@@H]5CC6[C@@H](OC)C[C@@](O)([C@@H]5[C@@H]6O)[C@H](C[C@@H]23)[C@H]14	.	?	0.2%[17.1 µM]	4.1%[40.3 µM]	-9.3%[21.7 µM]	-8.5%[20.6 µM]	2.2%
O=C(Cc1ccccc1)OCCNC(=O)c1cccnc1	10.8%	4.1%	-3.3%	3.2%	7.2%	17.7%	15.2%[38.3 µM]
COc1cc(OC)c2c(c1)OCC1CON(C)C21 (stereo not given)	7.5%	.	-0.9%	-16.0%	-7.7%	-0.7%	11.8%
C/C(=N\N1CCCCCC1)c1c(O)n(-c2ccc(C)cc2)c(=O)[nH]c1=O	10.0%	3.2%	1.5%	24.2%[0.074 µM]	1.1%	-0.5%	-1.3%
CC(=NCCN1CCCCC1)c1c(O)n(Cc2ccccc2)c(=O)[nH]c1=O	-4.0%	6.8%	-0.9%	-3.7%[0.074 µM]	-1.7%	-0.7%	2.1%[38.3 µM]
O=C(Oc1ccc2ccccc2c1Cl)N1CCCC1	-20.2%	?	-2.6%	-16.6%	11.6%	12.6µM*	7.7%[38.3 µM]
CC(=NCCCN1CCOCC1)c1c(O)[nH]c(=O)[nH]c1=O	-0.6%	2.7%	1.3%	-1.4%[0.074 µM]	4.3%	-10.6%	-1.5%[38.3 µM]
O=C(Nc1ccc(Cl)c(Cl)c1)O/N=C/c1ccncc1	29.0%	?	-1.5%	13.8%[10 µM]	-5.9%	?	-0.8%
CC1CCN(C(=O)CCl)CC1	1.3%	2.9%	1.5%	-8.8%[10 µM]	5.5%	-16.1%	3.3%
CCc1ccc(-n2c(O)c(/C=N/N3CCCCC3c3cccnc3)c(=O)[nH]c2=O)cc1 (stereo not given)	2.5%	-1.6%	3.6%	-2.4%[10 µM]	0.6%	-20.3%	8.8%
Cc1ccccc1C(O)(Cc1ccccc1)C1CN2CCC1CC2 (stereo not given)	-1.8%[9.22 µM]	11.5%	2.8%	3.16µM*	3.3%	18.8%	15.2%[38.3 µM]
O=C1/C(=C\c2ccccc2)C[C@@]2(O)[C@H]3Cc4ccc(O)c5c4[C@@]2(CCN3CC2CC2)[C@@H]1O5	.	.	-1.3%	-80.3%[inhibitor]	9.5%[21.7 µM]	.	22.9%
CCCCCSc1cc(O)c(C(CNC)C(C)C)cc1OC (stereo not given)	-20.7%	?	-0.3%	.	?	-2.1%	19.3%
COc1ccc(C)cc1NC(=O)CN1CCN(CC(=O)Nc2ccccc2F)CC1	1.5%	?	1.7%	3.0%[10 µM]	5.1%	-54.5%[inhibitor]	10.7%
C[C@H](N)[C@@H](O)c1ccccc1	0.5%[20.6 µM]	?	-1.7%[17.1 µM]	-8.9%[40.3 µM]	3.5%[21.7 µM]	-5.4%[20.6 µM]	-2.4%
COc1ccc(N2C(=O)NC(=O)/C(=C\c3ccccc3[N+](=O)[O-])C2=O)cc1	-2.5%[9.22 µM]	13.6%[46 µM]	-1.5%	-4.2%[10 µM]	9.5%	.	4.3%
Cc1nc2ccccc2c(=O)n1-c1ccc(Cl)cc1[N+](=O)[O-]	-27.0%	.	1.7%	6.8%	20.4%	-3.5%	11.8%
CN(C)c1ccc(NC(=O)CN2C(=O)CN=C(c3ccccc3)c3cc(Cl)ccc32)cc1	-4.6%	-5.4%	-1.6%	-16.6%	?	-4.6%	1.0%[38.3 µM]
O=C1CSC2N1CCNC21CCCCC1 (stereo not given)	-3.3%	13.5%	-1.6%	-7.5%	1.6%	0.4%	4.1%[38.3 µM]
COc1ccc(NC(=O)CCCn2c(=O)oc3ccccc32)cc1Cl	-20.1%	-7.8%	0.3%	-0.2%[10 µM]	-6.3%	?	5.5%
COc1ccccc1-n1c(O)c(/C=N/N2CCCCC2)c(=O)n(-c2ccccc2OC)c1=S	16.8%[9.22 µM]	.	.	10.0%[10 µM]	2.1%	.	.
COc1ccc(C[C@H]2c3cc(OC)c(OC)cc3CCN2C)cc1OC	.	?	-4.4%[17.1 µM]	?	10.8%[21.7 µM]	-9.5%[20.6 µM]	3.7%
CN1c2ccccc2C(NCCCCCCC(=O)O)c2ccc(Cl)cc2S1(=O)=O (stereo not given)	13.7%	.	.	2.2%	8.0%	.	.
CCCCn1c(O)c(C(C)=Nc2cccc(C(=O)O)c2)c(=O)[nH]c1=O	-5.5%	7.9%	0.7%	-9.3%[0.074 µM]	4.8%	.	24.8%[38.3 µM]
Cc1cc(OCC(=O)NC2CCS(=O)(=O)C2)c2c3c(c(=O)oc2c1)CCC3 (stereo not given)	18.3%	?	-0.2%	2.8%	4.5%	-0.5%	-0.7%[38.3 µM]
CN1CC(CNC(=O)OCc2ccccc2)CC2c3cccc4c3c(cn4C)CC21 (stereo not given)	.	.	-0.3%	-175.2%[inhibitor]	.	-36.9%[inhibitor]	15.7%
CN(C)CC#CCOCCOCCC#N	7.6%	4.4%	-2.1%	-2.7%	8.3%	-4.9%	-14.1%[38.3 µM]
COc1c(C)cc(C(=O)C2CCCN(Cc3cccc(C)n3)C2)cc1C (stereo not given)	14.6%[9.22 µM]	?	-0.6%	10.8%[10 µM]	-0.5%	-30.4%[inhibitor]	29.6%
Cc1[nH]n(-c2ccccc2)c(=O)c1C(C[N+](=O)[O-])c1ccccc1Cl (stereo not given)	-5.5%	-1.9%	-4.8%	1.0%	-5.6%	.	28.1%[38.3 µM]
CCCCC(CC)COC(=O)c1ccc(C(=O)OCC(CC)CCCC)c(C(=O)OCC(CC)CCCC)c1 (stereo not given)	.	.	.	9.6%	19.1%[21.7 µM]	-11.0%	3.3%
